High-throughput results as filed in PubChem BioAssay.
DRD3 agonist: qHTS of D3 Dopamine Receptor Agonist: qHTS; 410,000 compounds, 0.58% hits; max activation, %; D3R DiscoveRx beta-arrestin cells, luminescence, 90 min; D(3) dopamine receptor (Homo sapiens), P35462; AID 652048, 2013; in the data active = max activation above about 30%; also: 0% is about no effect; mostly tested at two doses, the higher about 12 µM
Target sequence (P35462 whole entry, looked up): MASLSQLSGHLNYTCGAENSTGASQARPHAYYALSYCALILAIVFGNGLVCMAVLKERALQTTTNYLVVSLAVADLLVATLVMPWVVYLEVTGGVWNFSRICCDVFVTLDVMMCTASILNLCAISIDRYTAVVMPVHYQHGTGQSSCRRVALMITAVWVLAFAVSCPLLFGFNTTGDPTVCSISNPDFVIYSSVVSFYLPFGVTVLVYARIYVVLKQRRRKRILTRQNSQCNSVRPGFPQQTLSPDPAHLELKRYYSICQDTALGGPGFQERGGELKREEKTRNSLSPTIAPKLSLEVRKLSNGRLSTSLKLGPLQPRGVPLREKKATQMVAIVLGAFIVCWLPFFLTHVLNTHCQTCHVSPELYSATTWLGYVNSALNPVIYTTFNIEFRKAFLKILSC
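Cells at 1500/well, incubated overnight, then treated with pinned compounds (dopamine as control) for 90 min at 37 degrees C. DiscoveRx reagent added for 30 - 60 minutes at room temperature; luminescence read.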
Abeta yeast res: qHTS for compounds that reverse cellular toxicity of Amyloid beta (A-beta) peptide in yeast: Primary Screen | yeast expressing A-beta42, growth rescue, OD600, 48 h; response scale: 0% DMSO, 100% iron-clioquinol control | Potency, µM (series often up to 46.1 µM), for inactives: at the highest dose growth rescue, actives largely listed as activators | 410,000 compounds, 0.063% hits | AID 1347071, 2019; also: potency is read from the fitted curve at half-maximal effect; nearly all actives have a fitted effect of over 55% in size
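Growth rescue measured by 600 nm absorbance after 48 h yeast culture at 30 C with compound. Values normalized between DMSO and an equimolar ferric chloride plus clioquinol control.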
TDP43 rescue: qHTS of TDP-43 Inhibitors | Potency, µM (series often up to 46.1 µM), inactives show at the highest dose growth rescue (activation), usual class: activators | TDP-43 expressing yeast growth rescue, BacTiter-Glo, 24 h | 410,000 compounds, 1.8% hits | AID 652104, 2013; also: potency is read from the fitted curve at half-maximal effect; % of control where 0% means no effect; nearly all actives have a fitted effect of over 50% in size
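Readout is BacTiter-Glo luminescence of cell growth, so inhibitors register as activators. TDP-43-expressing yeast at OD600=0.02 in galactose medium, after raffinose pregrowth to mid-log, were incubated with compound for 24 hr at 30 deg C.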
FUS suppressor: qHTS for Suppressors of FUS Proteinopathy: Primary screen using FUS-linked yeast assay | Potency, µM (titrated, usually from 76.6 µM), inactives show top-dose growth rescue (activation), usual class: activators | S. cerevisiae FUS-expressing, growth rescue, OD600, 24 h | 390,000 compounds, 0.24% hits;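 also: potency is read from the fitted curve at half-maximal effect; plate controls were DMSO vehicle for no effect and reference control for full effect; nearly all actives have a fitted effect of over 55% in size; some results filed as inactive show a strong effect at the top dose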
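Compound concentration series was pinned onto galactose-induced FUS-expressing yeast seeded at OD 0.005. Plates sat 24hr at 30C; absorbance at 600 nm gave growth. DMSO served as background control.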
aSyn rescue: qHTS of alpha-syn Inhibitors. Potency, µM (doses to about 46.1 µM), inactives show at the highest dose growth rescue (activation), hits mostly activators. Yeast expressing alpha-synuclein, growth rescue, BacTiter-Glo, 24 h. 370,000 compounds, 0.14% hits; also: potency is read from the fitted curve at half-maximal effect; % of control where 0% means no effect; nearly all actives have a fitted effect of over 65% in size
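Screening used galactose-induced yeast with toxic alpha-synuclein levels, exposed to compound for 24 hr at 30 deg C. Cell growth, read with BacTiter-Glo luminescence, gave the measured signal.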
EPAC2 antag: qHTS for Antagonist of cAMP-regulated guanine nucleotide exchange factor 2 (EPAC2): primary screen; Potency, µM (top dose mostly 114 µM), for the others: top-dose activity, negative = inhibition, usual class: inhibitors; Rap guanine nucleotide exchange factor 4 (Homo sapiens), Q8WZA2; EPAC2 GEF exchange of Rap1B-BODIPY-GDP, fluorescence; 360,000 compounds, 0.18% hits; also: potency is read from the fitted curve at half-maximal effect; % is scaled to controls: 0 for no effect and ±100 for the full control effect; nearly all actives have a fitted effect of over 45% in size; many of its hits are not listed in these tables
EPAC2 ag: qHTS for Agonist of cAMP-regulated guanine nucleotide exchange factor 4 (EPAC2): primary screen; Rap guanine nucleotide exchange factor 4 (Homo sapiens), Q8WZA2; Potency, µM (titrated, usually from 154 µM), for inactives: top-dose activation, actives largely listed as activators; EPAC2 activation, biochemical qHTS; response scale: 100% = 6.5 mM cAMP response; 360,000 compounds, 0.079% hits; also: potency is read from the fitted curve at half-maximal effect; nearly all actives have a fitted effect of over 50% in size
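In this primary screen, activation is scored as increased exchange of BODIPY-GDP from Rap1B by 100 nM EPAC2, with 50 uM GDP as competitor. Signal is normalized to the 6.5 mM cAMP agonist control.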
D3 antag: qHTS of D3 Dopamine Receptor Antagonist: qHTS. D(3) dopamine receptor (Homo sapiens), P35462. D3R cells, DiscoveRx beta-arrestin luminescence, antagonist mode; stronger effect = lower value. max response, negative = inhibition, %. 360,000 compounds, 2.5% hits. AID 652054, 2013; in the data active = max response below about -50%; inconclusive = no clear call, values can overlap the other calls; also: % is scaled to controls: 0 for no effect and ±100 for the full control effect; mostly tested at two doses, the higher about 12 µM
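Cells expressing the human receptor were seeded at 1500 cells/well, incubated overnight at 37 degrees C in 5% CO2, then exposed to library compounds with dopamine controls for 90 minutes at 37 degrees C before luminescent detection.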
The depositor's hits bear a star; ? = inconclusive; / = not tested or not shown; [ ] = dose if it differs, or a comment. Unless noted, calls follow the shape of the dose curve; as a rule, active = well fitted curve in the direction sought with a large enough effect; inconclusive = small, poorly fitted or top-dose-only effect, or another doubt; inactive = no such curve, though single readings can be large; an effect the other way counts as inactive or inconclusive. Some of the compounds tested; count on the stated rates, not on these rows.

SMILES | DRD3 agonist | Abeta yeast res | TDP43 rescue | FUS suppressor | aSyn rescue | EPAC2 antag | EPAC2 ag | D3 antag
COc1ccc(NC(=O)CSc2nc3ccccc3n2Cc2cccc(OC)c2)cc1 | 17 | -23% | 0% | -10% | / | / | / | /
CSc1ccc(CNC(=O)C2CCN(c3nc4ccccc4nc3C(F)(F)F)CC2)cc1 | -9 | -7% | 8% | -10% | / | / | / | /
Cc1cc(F)ccc1-c1cc(C(=O)NC2CCCCC2)[nH]n1 | -22 | -7% | 29% | 1% | -15% | 10% | 6% | -83*
CCC(C)(C(=O)NC1CCCCC1)N(CC1CCCO1)C(=O)CNC(=O)c1ccccc1 (stereo not given) | -1 | -1% | -3% | 21% | -4% | 14% | 2% | 6
Cc1ccc2nc(C3CCN(CC(=O)N4CCCCCC4)CC3)[nH]c2c1 | -27 | -13% | 0% | 35% | -9% | 12% | -6% | ?
O=C(N/N=C/c1ccc(-c2ccccc2Cl)o1)c1ccccc1 | -20 | -8% | -2% | -3% | 0% | 4% | 19% | ?
CC(=O)Nc1ccc(S(=O)(=O)N2CCCC(C(=O)O)C2)cc1 (stereo not given) | -1 | -3% | 22% | 3% | 8% | 1% | 1% | 12
O=C(c1cc2ccccc2cc1O)N1CCN(c2ccccn2)CC1 | -3 | 12% | -8% | 19% | -7% | 1% | 7% | -6
CCN(CC)CCCNC(=O)c1ccc2nc(N3CCCCC3)sc2c1 | -16 | -4% | 14% | 15% | / | / | / | /
CCCN(Cc1cccs1)C(=O)Nc1cc(Cl)c(OC)cc1OC | 7 | -1% | ? | 8% | / | / | / | /

Single records, as listed above.
Listed for O=C(N/N=C/c1ccc(-c2ccccc2Cl)o1)c1ccccc1 : DRD3 agonist = -20; Abeta yeast res = -8%; TDP43 rescue = -2%; FUS suppressor = -3%; aSyn rescue = 0%; EPAC2 antag = 4%; EPAC2 ag = 19%; D3 antag = ?
Listed for O=C(c1cc2ccccc2cc1O)N1CCN(c2ccccn2)CC1 : DRD3 agonist = -3; Abeta yeast res = 12%; TDP43 rescue = -8%; FUS suppressor = 19%; aSyn rescue = -7%; EPAC2 antag = 1%; EPAC2 ag = 7%; D3 antag = -6

The list continues.
SMILES | DRD3 agonist | Abeta yeast res | TDP43 rescue | FUS suppressor | aSyn rescue | EPAC2 antag | EPAC2 ag | D3 antag
COc1ccc(-c2nc(N)n(C(=O)c3ccccc3Cl)n2)cc1 | -8 | 0% | ? | / | -1% | -3% | 4% | -20
COc1cccc(-c2ccc3ncnc(NCc4ccc5c(c4)OCO5)c3c2)c1 | / | 7% | / | 6% | / | 11% | 13% | /
CCCCOc1ccccc1C1NC(=O)NC(C)=C1C(=O)OCCOC (stereo not given) | 3 | 7% | -5% | 5% | 5% | 14% | 4% | 11
Cc1cc2occ(CC(=O)O)c2cc1C | 6 | -21% | ? | -36% | -12% | 21% | 1% | 19
CCCCNC(=O)Nc1ccnn1C1CCCCC1 | -7 | -3% | -13% | 0% | -5% | -2% | 4% | -76*
CN1CCc2c(OCC(=O)N3N=C(c4cccs4)CC3c3ccc(F)cc3)cccc2C1=O (stereo not given) | -1 | 2% | 3% | ? | 10% | 6% | 15% | -3
Cc1cccc(C(C)C)c1NC(=O)COC(=O)CCC(=O)N(CC(C)C)c1c(N)n(CC(C)C)c(=O)[nH]c1=O | 3 | 7% | 3% | 8% | 2% | -8% | -4% | 49
Cc1cccc(C2=NC(C(F)(F)F)(C(F)(F)F)c3c(n(-c4ccc(F)cc4)c(=O)[nH]c3=O)N2)c1 | 5 | -3% | 7% | / | 6% | 4% | 1% | 6
CCN(CC)c1ccc(N=C2C(=O)Nc3ccccc32)cc1 | -5 | -5% | -11% | ? | -13% | 2% | -1% | -14
O=C(OCC#CCSc1nc2ccccc2o1)c1ccco1 | 3 | -1% | -13% | 12% | 1% | -3% | 20% | 2
Cn1c(=O)c2nnn(/N=C(\c3ccccc3)C3CC3)c2n(C)c1=O | -2 | -21% | 11% | -4% | 11% | 7% | 11% | -12
CCn1c(SCC(=O)NCC(=O)Nc2ccc(F)cc2)nnc1-c1cccs1 | 3 | 3% | -10% | -8% | -3% | 2% | 11% | 11
Cc1cc(C)n2[nH]c(=O)c(N=Nc3cccc(C(F)(F)F)c3)c2n1 | -4 | ? | 13% | -8% | 8% | -3%[57.1 µM] | -14% | ?
O=C(O)c1ccc(NC2=C(N3CCOCC3)C(=O)c3ccccc3C2=O)cc1 | -2 | -2% | 13% | / | 2% | 1% | -12% | 4
O=C(O)C1C2CCC(O2)C1C(=O)NCc1ccncc1 (stereo not given) | 2 | -12% | 2% | 18% | -4% | 5% | 12% | 10
CN1C(=O)N(c2ccc(Cl)cc2)C(C)(O)CC1(C)C (stereo not given) | -1 | -11% | -9% | 9% | -4% | 0% | 5% | 0
COc1ccc(-n2cc(-c3ccc(C)cc3)[n+]3c2SCC3)cc1 | -1 | -19% | -15% | 4% | -1% | -18% | 8% | 14
Cc1ccc(CN2CCN(/N=C/c3cc([N+](=O)[O-])ccc3Cl)CC2)cc1 | -16 | 3% | -3% | 9% | 2% | 4% | 6% | -61*
O=C(COc1ccccc1)NCc1ccc2c(c1)OCO2 | 20 | 11% | -6% | 1% | 1% | 12% | 2% | 9
CCOCCCn1c(=O)c(NC(=O)c2ccc(OCC)cc2)c2n(c1=S)CCCCC2 | -1 | 12% | 26% | 32% | 7% | -3% | -3% | -19
Cc1nn(S(=O)(=O)c2ccccc2)c(C)c1S(=O)(=O)N1CCOCC1 | 4 | -14% | -6% | 27% | 1% | 0% | 1% | 1
CC(C)OC(=O)CCC1(C(=O)O)CCC(=O)NC1 (stereo not given) | 1 | 26% | -8% | 13% | -8% | 6% | -5% | 7
CCN(C(=O)C=Cc1ccco1)c1ccccc1 | -7 | -11% | 0% | 21% | -2% | 0% | 11% | -16
CC(=O)NCc1c(Cl)cccc1-n1cccc1 | 6 | 4% | 13% | 2% | -1% | 1% | 10% | -16
O=C(C1CCCN1S(=O)(=O)c1cccc2nsnc12)N1CCN(c2ccc(F)cc2)CC1 (stereo not given) | 0 | 9% | 22% | 14% | 1% | 5% | 7% | -9
COC(=O)C[C@@H]1CC[C@H](NC(=O)c2ccc3c(c2)OCO3)[C@@H](CO)O1 | 2 | -1% | 17% | -15% | -7% | 4% | 3% | 15
Cc1cc(=O)[nH]c2nnc(SCc3ccc(Cl)c(Cl)c3)n12 | -20 | -14% | -3% | 10% | / | / | / | /
NS(=O)(=O)c1ccc(NC(=S)NCCc2ccccc2)cc1 | 1 | -9% | -10% | 1% | -11% | 0% | 8% | -16
O=C(CC(NC(=O)c1ccccc1)c1ccccc1)NCc1ccccc1 (stereo not given) | 7 | 1% | 6% | / | -1% | 3% | 2% | 3
CCOC(=O)C1=C(C)NC2=C(C(=O)c3ccccc32)C1c1ccc([N+](=O)[O-])o1 (stereo not given) | 2 | 3% | 18% | 8% | 16% | -6% | 26% | -4
COc1ccccc1N1CCN(S(=O)(=O)c2ccc(-c3ccc(=O)[nH]n3)o2)CC1 | 3 | 1% | -1% | -7% | -1% | -3% | 6% | -14
CCCCn1c(=O)[nH]c(=O)c2c1nc(-c1ccc(C#N)cc1)n2C1CCCC1 | -4 | 5% | 9% | ? | -1% | 4% | -14% | 18
Fc1ccccc1CN1CCCC(NC2CCC2)C1 (stereo not given) | -8 | -5% | -2% | -16% | -7% | 1% | 9% | -16
Cc1noc(/C=C/N(C)C)c1S(=O)(=O)N1CCCC(C(=O)N2CCCCC2)C1 (stereo not given) | -2 | -1% | 16% | 36% | -2% | 9% | 6% | -2
Cc1cccc2c1-c1sc(C(=O)N3CCN(c4ccc(F)cc4)CC3)cc1CO2 | 0 | 0% | ? | 3% | / | / | / | /
COc1cccc(CNC(=O)[C@H](C)NC(=O)N2CC(=O)Nc3ccccc32)c1 | -2 | 7% | 3% | -27% | -6% | -12% | 4% | 0
CC(C)c1onc(C(=O)NC2CCCCC2)c1[N+](=O)[O-] | -12 | -10% | -10%[0.397 µM] | -4% | 4% | 5% | 2% | 5
CCC1(C)N(O)C(C)(C)C(c2ccc(F)cc2)=[N+]1[O-] (stereo not given) | -3 | -3% | -5% | -9% | -5% | 9% | -2% | 0
COc1ccc(NC(=O)CSc2nnc(-c3ccncc3)n2CC2CCCO2)c(OC)c1 (stereo not given) | 4 | 12% | 6% | -11% | 4% | 3% | 4% | -18
CCOc1ccccc1NC(=O)CSc1n[nH]c(=O)n1-c1ccccc1 | 1 | 7% | ? | -9% | -9% | -1% | 7% | 6
COc1ccc2oc(C(=O)OCC(=O)N(C)Cc3ccccc3)c(C)c2c1 | -3 | 10% | ? | 17% | 10% | -11% | 5% | -15
Cc1ccc(NC(=O)c2ccc3nsnc3c2)c(C)c1 | 7 | / | 16% | -19% | 7% | 6% | 6% | 1
COc1ccccc1CCC(=O)OCC(=O)Nc1cccc(S(=O)(=O)N2CCOCC2)c1 | 3 | 1% | -25% | 10% | -5% | -11% | 14% | 0
COc1ccc(N2CCN(c3n[nH]c(N)n3)CC2)cc1 | 15 | -7% | 0% | 9% | -6% | 15% | 3% | 7
CCc1ccc(OCC(=O)Nc2ccc3oc(=O)ccc3c2)cc1 | 3 | 11% | ? | -1% | 6% | 7% | -6% | 2
C[C@H](NC(=O)OC(C)(C)C)c1nnc(SCC(=O)c2ccc(Cl)cc2)o1 | 7 | 15% | 29% | 23% | 0% | -2% | 4% | 1
Cc1nc(NC(=S)NC(=O)c2cccs2)sc1C(=O)N(C)C | 9 | -1% | -13% | 16% | -11% | 22% | 7% | -21
COc1cccc(CN2C(=O)CCC2(C)C(=O)NC2CCCCC2)c1 (stereo not given) | -11 | 3% | -10% | -6% | -1% | 1% | 7% | -13
